CSM14.1 death rescue: protection against thapsigargin-triggered cell killing – 384-well, CSM14.1, ATP luminescence, primary screen (AID 1222); CSM14.1 thapsigargin-induced death rescue, ATP luminescence; higher % means a stronger effect; one-dose cellular ATP content (survival), % at 20 µM; EC50 in µM for titrated hits; 190,000 tested, under 10 active;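 active = EC50 below 50 µM in the dose-response confirmation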;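 also: death triggered by thapsigargin at about 15 µM added after 2 h compound pretreatment; cell ATP read after overnight thapsigargin exposure of roughly 18 to 22 hours; normalized against plate controls of thapsigargin alone and 5% DMSO vehicle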
XIAP displacement: small molecules displacing peptide from XIAP – biochemical, IAP family, fluorescence polarization (AID 1018). XIAP BIR domain, fluorescence polarization peptide displacement; higher % means a stronger effect. one-dose displacement, % at 20 µM; IC50 in µM for titrated hits. 200,000 tested, 0.007% active; in the data active = displacement above about 50%; also: a part of the inactive calls stands beside numbers as strong as those of hits
human PMI inhibitors: human PMI inhibitors, high substrate, primary screen, biochemical, fluorescence intensity, high mannose 6-phosphate (AID 1220) | recombinant PMI enzyme, coupled fluorescence intensity; higher % means a stronger effect | one-dose inhibition, % at 20 µM; IC50 in µM for titrated hits | 190,000 tested, 0.66% active
P. falciparum M17LAP: P. falciparum M17LAP inhibitors, primary screen, biochemical, fluorogenic H-Leu-NHMec substrate, 1536-well (AID 1619) | recombinant M17LAP, H-Leu-NHMec fluorogenic kinetic assay; higher % means a stronger effect | one-dose inhibition, % at 30 µM; IC50 in µM for titrated hits | 220,000 tested, 0.38% active;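 active = compound inhibiting the enzyme by more than half at any dose during confirmatory dose-response retesting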;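 also: plate controls were full reaction with DMSO carrier for no effect and no enzyme background for full effect; strong numbers were not always called active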
LYP inhibition: PTPN22 lymphoid phosphatase activity blockers – biochemical, fluorescence intensity, uHTS (AID 1779); recombinant LYP phosphatase, fluorescence intensity; higher % means a stronger effect; inhibition, % at 11.5 µM; hits with a dose series show IC50 in µM; 290,000 tested, 0.054% active;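 also: plate controls were vehicle with enzyme for no effect and no enzyme for full effect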
M1AAP inhibition: malaria alanyl aminopeptidase activity blockers – biochemical, fluorogenic H-Leu-NHMec substrate, 1536-well (AID 1445); recombinant M1AAP, H-Leu-NHMec fluorogenic kinetic assay; higher % means a stronger effect; inhibition, % at 30 µM; hits with a dose series show IC50 in µM; 220,000 tested, 0.42% active;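 active = primary inhibition above the hit cutoff, then over 50% inhibition at one or more dose response concentrations, cut at about 23% in these data, passing the limit was not always enough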;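 also: plate controls were DMSO full reaction for no effect and no enzyme background for full effect; strong numbers were not always called active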
TNAP activation fold: human TNAP enzyme activators, primary screen, biochemical, luminescent, no phosphate acceptor, uHTS (AID 1001); purified TNAP, luminescent activation assay, no phosphate acceptor; higher activation fold means a stronger effect; activation fold at 20 µM; hits with a dose series show EC50 in µM; 200,000 tested, 0.03% active; in the data active = activation fold from about 3, or a potency from the dose series; inactive = the rest, 99 in 100 with activation fold below about 1.6; also: many of its hits are not listed in these tables
human PMI inhibition: MPI enzyme activity inhibition – biochemical, fluorescence intensity, coupled assay, primary screen (AID 1209); one-dose inhibition, % at 20 µM; IC50 in µM for titrated hits; purified PMI enzyme, coupled fluorescence intensity; higher % means a stronger effect; 190,000 tested, 0.42% active;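 also: plate controls were DMSO vehicle for no effect and wells lacking substrate for full effect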
Myeloid diff 2: myeloid differentiation induction. 360,000 tested, 1% active. AID 624256. calls only at 10 µM. ER-HoxA9 myeloid progenitors, lysozyme-GFP differentiation, flow cytometry;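 active = normalized GFP-positive differentiation at or above the plate's own cutoff, the solvent-only control mean plus 3 SD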;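 also: cells exposed to compound for four days before flow analysis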
Myeloid diff 2 GFP+ MAC1+ %: second read-out of Myeloid diff 2, no call of its own (marks repeat the call); GFP+ MAC1+ double positive, %; measured here: differentiation confirmed by MAC1 staining
Active calls of the source: *; i = inactive; x = no result given. Rule as the data show it, unless noted: active = inhibition above about 50%; inactive = the rest.

SMILES	CSM14.1 death rescue	XIAP displacement	human PMI inhibitors	P. falciparum M17LAP	LYP inhibition	M1AAP inhibition	TNAP activation fold	human PMI inhibition	Myeloid diff 2	Myeloid diff 2 GFP+ MAC1+ %
CCOC(=O)c1cc(C(=O)NCc2ccc(Cl)cc2Cl)nn1C	1.4%	-13%	4%	8%	-4%	-2%	1	4%	i	0.3
CCOc1cc(C2C(C(=O)OCC(C)C)=C(C)N=C3SCCC(=O)N32)ccc1OC(C)=O (stereo not drawn)	-1.6%	-3.8%	8%	2%	-2%	1%	1	12%	i	0.3
COC(=O)NC1CSCC1OC(=O)c1ccc(Br)cc1 (stereo not drawn)	0.8%	-31%	25%	2%	-1%	0%	1	4%	i	2.0
CCCN1CCN(C(c2cc3cc(OCC)ccc3[nH]c2=O)c2nnnn2C2CCCCC2)CC1 (stereo not drawn)	-1.4%	-7.5%	10%	-29%	-3%	7%	1.1	-7%	i	0.4
N#Cc1ccc(C(=O)N/N=C/c2cn(CC(=O)O)c3ccccc23)c(F)c1	-3.5%	-1.8%	-13%	35%	4%	18%	1.1	-10%	i	0.5
CC(=O)c1sc(NC(=O)c2ccccc2C)nc1C	-0.7%	-2.8%	10%	0%	0%	1%	1.1	18%	i	0.1
Cc1[nH]c2ccccc2c1/C=C(\C#N)S(=O)(=O)c1ccccc1	-0.3%	-1.6%	10%	17%	-7%	4%	1.2	8%	i	0.6
N/C(=N\OC(=O)Cc1ccccc1)c1ccc([N+](=O)[O-])cc1	-1.4%	1.3%	0%	2%	2%	3%	1.1	-4%	i	0.9
Nc1c(Cl)c(Cl)nc(C(=O)N/N=C/c2cccnc2)c1Cl	x	x	x	10%	-4%	7%	x	x	i	0.4
O=C(NCCSCc1ccco1)Nc1ccc(Cl)cc1	1.2%	-3.6%	6%	1%	-3%	7%	1.1	17%	i	0.4
COc1ccc(-c2n[nH]c(=S)n2-c2ccc3c(c2)OCCO3)cc1	3.3%	-5.1%	-2%	7%	-6%	0%	1.3	-8%	i	0.5
COc1ccc(NC(C)C(=O)Nc2cc(C(F)(F)F)ccc2N2CCOCC2)c(OC)c1 (stereo not drawn)	7.2%	1.0%	24%	2%	-5%	6%	1.1	18%	i	0.1
C/C(=N\NC(=O)CNC(=O)c1ccc2c(c1)OCCO2)c1ccco1	x	x	x	10%	-5%	2%	x	x	i	0.5
O=C(NC1CCCCC1)c1cccnc1C(=O)O	-0.5%	-2.6%	-4%	4%	-5%	-2%	1	6%	i	5.0
CN(C)S(=O)(=O)c1ccc(N2CCCC2)c(C(=O)NCc2ccc(Cl)cc2)c1	-2.1%	-2.2%	2%	5%	-1%	-6%	1.2	4%	i	1.1
O=C(c1ccccc1)N1CCC(c2nc3c(nnn3Cc3ccccc3Cl)c(=O)[nH]2)CC1	1.0%	-4.7%	-14%	0%	-7%	-7%	1.2	-9%	i	4.5
O=C(COC(=O)CCc1c[nH]c(=O)[nH]1)Nc1cccc(Cl)c1	0.5%	-9.5%	-9%	-1%	4%	21%	1.1	-2%	i	4.2
CCCNC(=O)c1cccc(COCC(F)(F)C(F)F)c1	0.4%	-6.7%	19%	1%	-6%	-3%	1.1	18%	i	7.9
C=CCCC(=O)Nc1nc(C)c(-c2csc(Nc3cc(Cl)ccc3OC)n2)s1	-0.5%	-5.0%	16%	-11%	0%	4%	1	19%	i	0.3
COC(=O)c1ccc(C2NC(=O)NC(C)=C2C(=O)N(C)C)cc1 (stereo not drawn)	-3.3%	-5.6%	-9%	-2%	-9%	6%	1	-6%	i	0.7
CCCOc1ccc(/C=N/Nc2cccc([N+](=O)[O-])c2)c(O)c1	-5.7%	-14%	-44%	28%	-2%	7%	0.9	-13%	i	0.0
CCOc1ccccc1NC(=O)Cc1coc2ccc(C)cc12	2.2%	-2.2%	1%	-3%	-5%	3%	1.1	6%	i	0.1
Cc1ccc(/C=N/c2sc(Cc3ccccc3)c(C)c2C(N)=O)o1	-2.5%	-2.5%	7%	20%	-3%	8%	1	12%	i	1.8
Cc1nc2ccccc2c(=O)n1NC(=O)C1CCC(C(C)(C)C)CC1 (stereo not drawn)	0.2%	-5.8%	10%	13%	0%	-1%	1.1	4%	i	0.2
Cc1cc(C)c(C)c(Oc2ncnc(N)c2[N+](=O)[O-])c1	0.4%	-6.5%	-3%	-11%	0%	5%	0.8	7%	i	1.4
CC(C)CNC(=S)NC1CC2CCCC(C1)N2C1CCCCC1 (stereo not drawn)	-1.2%	-2.7%	-4%	8%	-2%	-5%	1.2	-6%	i	1.0
CC1CCCC(NC(=O)CCNS(=O)(=O)c2ccc(Br)cc2)C1C (stereo not drawn)	-1.6%	-2.1%	-5%	8%	-3%	-5%	1	-1%	i	0.5
CCCC(=NCc1ccccc1)C1=C(O)C(C(=O)OC)C(C)(C)CC1=O (stereo not drawn)	-0.2%	-5.8%	-2%	-8%	-7%	-2%	1.1	-3%	i	0.7
O=C(COC(=O)CCS(=O)(=O)c1ccc(Cl)cc1)NCCc1ccc(Cl)cc1Cl	-0.3%	-11%	-9%	-5%	1%	3%	1.1	-6%	i	0.7
Fc1cc(NC(=S)NCc2ccc(CNC(=S)Nc3ccc(Cl)c(F)c3)cc2)ccc1Cl	x	x	x	4%	-2%	-2%	x	x	i	0.7

Shown with values under each structure: entries from further up
Fields – CSM14.1 death rescue | XIAP displacement | human PMI inhibitors | P. falciparum M17LAP | LYP inhibition | M1AAP inhibition | TNAP activation fold | human PMI inhibition | Myeloid diff 2 | Myeloid diff 2 GFP+ MAC1+ %
Cc1ccc(/C=N/c2sc(Cc3ccccc3)c(C)c2C(N)=O)o1
    -2.5% | -2.5% | 7% | 20% | -3% | 8% | 1 | 12% | i | 1.8
C/C(=N\NC(=O)CNC(=O)c1ccc2c(c1)OCCO2)c1ccco1
    x | x | x | 10% | -5% | 2% | x | x | i | 0.5

(list continues)
SMILES	CSM14.1 death rescue	XIAP displacement	human PMI inhibitors	P. falciparum M17LAP	LYP inhibition	M1AAP inhibition	TNAP activation fold	human PMI inhibition	Myeloid diff 2	Myeloid diff 2 GFP+ MAC1+ %
COCCNC(=O)CN(C(=O)Cn1nnc2ccccc21)c1ccccc1	0.3%	-5.4%	13%	4%	0%	7%	1	7%	i	0.3
O=C(Nn1c(O)c(C=C2N=c3ccccc3=N2)sc1=S)c1ccc(Cl)cc1	-1.0%	-8.4%	-34%	11%	10%	5%	1	-20%	i	0.9
Cc1ccc(S(=O)(=O)NCCC(=O)OCC(=O)Nc2ccccc2Cl)cc1	1.0%	-1.7%	1%	-2%	-2%	-6%	1.3	-6%	i	0.8
S=C(NCCc1ccncc1)Nc1cccc2ccccc12	0.5%	-2.3%	19%	0%	-2%	-1%	1	9%	i	0.4
CC(C)(CNS(C)(=O)=O)SCc1ccc(Cl)cc1	x	-4.8%	-12%	1%	-2%	2%	1.1	-12%	i	0.1
O=C(C1=C[C@H](C2CC2)C[C@H](OCc2ccc(CO)cc2)O1)N1CCOCC1	-2.8%	-6.1%	10%	5%	-7%	3%	1.1	6%	i	2.1
Cc1nnc(N(C)C(=O)c2cccnc2)s1	-2.3%	-3.4%	2%	5%	2%	6%	1.1	5%	i	2.3
COc1ccc(C(CC(=O)c2ccccc2)CC(=O)c2ccccc2)cc1OC	0.5%	-4.6%	4%	-8%	0%	-1%	1.1	6%	i	0.3
CC(C(=O)NCc1ccco1)n1cc(C(=O)c2ccco2)c2ccccc21 (stereo not drawn)	0.7%	-5.0%	11%	20%	-4%	14%	1	3%	i	0.9
O=C(O)c1cccc2c1C(=O)c1ccccc1-2	x	x	x	-1%	-8%	1%	x	x	i	0.4
O=C1C2CCCN2C(c2cccc(F)c2)N1c1cccc(Cl)c1 (stereo not drawn)	0.7%	-0.1%	-3%	-8%	-5%	0%	1.1	-6%	i	1.1
COc1ccc(-c2csc3nc[nH]c(=O)c23)cc1	0.8%	-3.5%	-6%	9%	-6%	2%	1	-7%	i	0.1
NC(=O)CN(N=Nc1cccc([N+](=O)[O-])c1)c1cccc([N+](=O)[O-])c1	-0.9%	-5.9%	4%	7%	-3%	4%	1.1	4%	i	0.3
COc1ccc(-c2noc(-c3ccc4c(c3)OCO4)n2)cc1	-4.2%	-0.3%	0%	5%	-3%	4%	1	-5%	i	0.8
Cc1ccc2c(c1)C(c1ccncc1)=NNC(c1ccc(C(C)C)cc1)=N2	1.3%	-5.4%	-7%	9%	-2%	3%	1.1	-3%	x	x
COc1ccc(-n2c(CN3CCC(C)CC3)nc3ccc([N+](=O)[O-])cc3c2=O)c(OC)c1	-1.2%	-5.7%	21%	7%	2%	6%	1.1	2%	i	0.5
Cc1[nH]c(=S)c(C#N)c(C)c1C(=O)Nc1ccccc1	-7.0%	-3.9%	-66%	11%	-4%	10%	1.1	-38%	i	1.7
Cc1ccc(CC(=O)OCCNC(=O)c2cccnc2)cc1	0.4%	0.8%	-7%	-2%	-9%	-2%	1.1	-9%	i	4.7
O=C(c1ccccc1Oc1ccc(C(F)(F)F)cc1[N+](=O)[O-])N1CCOCC1	-0.4%	-27%	6%	0%	-6%	2%	1	7%	i	0.1
COC(=O)Cc1[nH]n(-c2ccccc2)c(=O)c1C=Nc1ccc(C)cc1	x	x	x	-8%	0%	-1%	x	x	i	0.5
N/C(=N\OC(=O)Cc1ccccc1[N+](=O)[O-])c1ccc(Br)cc1	-0.3%	-1.6%	16%	-1%	-2%	5%	1	18%	i	0.7
O=C(CCC(=O)OCC(F)(F)C(F)F)Nc1ccc(Cl)cc1	2.9%	-3.6%	-7%	1%	-5%	-1%	0.9	-11%	i	1.4
COc1ccc(NC(=O)CSc2nc(O)cc(=O)[nH]2)c(OC)c1	x	x	x	15%	-6%	9%	x	x	i	0.9
Cc1c(Cl)cccc1NC(=S)N(C)CCC#N	-0.8%	-2.1%	-5%	20%	-9%	2%	1	-6%	i	0.9
COc1ccc(/C=C2\SC(=S)N(N3C(=O)CCC3=O)C2=O)cc1O	x	-8.6%	45%	29%	4%	8%	0.7	13%	i	0.3
CC(=O)Nc1ccc(SCC(=O)OCC(=O)NC(=O)NCc2ccco2)cc1	0.0%	-2.4%	-1%	6%	-1%	4%	1.1	3%	i	1.0
Cc1ccc(C(=O)NC(=C(Cl)Cl)S(=O)(=O)c2ccccc2)cc1	-0.1%	-6.7%	-3%	-7%	-6%	9%	1	0%	i	0.2
CN1/C(=C\C(=O)Nc2cccc(Cl)c2)C(C)(C)c2ccccc21	-1.1%	-0.6%	11%	2%	6%	4%	1.2	13%	i	0.5
CN1CCN(NC(=O)C2CC2)CC1	-2.6%	-4.1%	3%	-6%	1%	-2%	1.1	10%	i	0.7
CC(=O)Nc1ccc(OCC(O)Cn2cnc3ccccc32)cc1 (stereo not drawn)	-1.2%	-1.9%	6%	-6%	-4%	-2%	1.1	2%	i	1.3
CCN(CC)CCOc1c(Br)ccc2c1sc1nc3n(c(=O)c12)CCC3	2.7%	-7.0%	8%	-6%	-4%	8%	1.1	5%	i	1.1
O=C(c1cccc([N+](=O)[O-])c1)c1ccc2c(c1)C(=O)NC2=O	-1.2%	-7.2%	3%	-4%	-5%	2%	1	1%	i	0.1

Source: PubChem BioAssay
